bIAP inhibitor = blocks bovine intestinal alkaline phosphatase activity. 190,000 tested, under 10 active. purified bovine IAP, CDP-star luminescence, 30 min. AID 1019. inhibition, % at 20 µM;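 active means over 50% inhibition of intestinal alkaline phosphatase at 20 µM in the single-dose screen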
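System: purified bovine intestinal alkaline phosphatase (IAP) enzyme; Input: IAP diluted 1/65,000,000 in the well; Measured by: CDP-star luminescence signal; Compound dosing: 20 µM single dose; Incubation: 30 min reaction at room temperature.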
TLR4 MyD88 comp = inhibitors of human TLR4-MyD88 binding; HeLa CL3-4 TLR4/MyD88 BLA complementation, FRET ratio; inhibition, % at 8.4 µM; actives 0.18% (n = 200,000); in the data active means inhibition above about 25%;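 further: 0% = vehicle and 100% = reference inhibitor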
Target sequence (O00206 whole entry, looked up): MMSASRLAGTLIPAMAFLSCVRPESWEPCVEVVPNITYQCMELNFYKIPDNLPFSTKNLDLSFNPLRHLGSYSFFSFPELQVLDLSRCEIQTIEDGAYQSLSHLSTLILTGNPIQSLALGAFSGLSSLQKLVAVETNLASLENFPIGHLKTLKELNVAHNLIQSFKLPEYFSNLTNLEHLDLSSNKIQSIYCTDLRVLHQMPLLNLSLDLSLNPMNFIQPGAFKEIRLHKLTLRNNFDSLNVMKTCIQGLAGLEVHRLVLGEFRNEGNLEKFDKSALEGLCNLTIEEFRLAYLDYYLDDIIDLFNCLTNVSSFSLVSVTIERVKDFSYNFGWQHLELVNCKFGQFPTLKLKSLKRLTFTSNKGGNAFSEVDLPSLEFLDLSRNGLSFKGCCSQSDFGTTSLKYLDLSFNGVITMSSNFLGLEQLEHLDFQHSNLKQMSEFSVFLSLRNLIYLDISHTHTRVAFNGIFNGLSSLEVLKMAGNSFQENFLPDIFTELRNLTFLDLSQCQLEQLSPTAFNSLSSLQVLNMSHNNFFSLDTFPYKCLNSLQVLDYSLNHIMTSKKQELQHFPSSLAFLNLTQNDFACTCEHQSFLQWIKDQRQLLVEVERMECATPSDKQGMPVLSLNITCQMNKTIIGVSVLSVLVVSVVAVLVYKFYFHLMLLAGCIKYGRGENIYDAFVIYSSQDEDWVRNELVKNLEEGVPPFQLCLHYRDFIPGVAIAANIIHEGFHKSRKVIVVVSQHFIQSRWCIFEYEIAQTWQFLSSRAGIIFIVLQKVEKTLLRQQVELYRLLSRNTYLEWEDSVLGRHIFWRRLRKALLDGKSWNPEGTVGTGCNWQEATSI
Target sequence (Q99836 whole entry, looked up): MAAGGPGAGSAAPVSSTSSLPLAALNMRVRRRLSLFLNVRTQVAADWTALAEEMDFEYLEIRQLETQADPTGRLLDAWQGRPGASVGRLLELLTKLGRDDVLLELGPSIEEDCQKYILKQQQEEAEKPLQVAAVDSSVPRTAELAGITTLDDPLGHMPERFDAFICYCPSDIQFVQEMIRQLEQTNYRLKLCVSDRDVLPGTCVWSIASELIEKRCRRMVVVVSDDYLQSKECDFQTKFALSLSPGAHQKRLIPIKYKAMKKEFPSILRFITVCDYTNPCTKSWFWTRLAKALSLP
ROMK primary = human ROMK K+ channel modulation, primary screen | Tet-inducible ROMK, thallium flux fluorescence; actives lie on both sides | B-score at 10 µM | actives 2% (n = 130,000) | AID 1918;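 active means signal ratio slope over the read window, or its plate-corrected B-score, at least 3 SD from the plate mean, either direction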;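 further: B-score of the F/F0 ratio slope over 7 to 12 s after thallium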
S1P3 antagonist = antagonists of human S1P3 receptor | actives 0.27% (n = 170,000) | CHO S1P3 NFAT-BLA reporter, FRET fluorescence, antagonist mode | Q99500 | inhibition, % at 4.98 µM;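 active means inhibition above the plate cutoff, the mean inhibition of test wells on that plate plus 3 SD, cut at about 28% in these data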;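 further: cells challenged with S1P at its EC80 of 0.8 µM; blue over green emission ratio from cleaved BLA substrate after 4 h stimulation; 0% = S1P-stimulated wells and 100% = unstimulated DMSO-only wells; some compounds past the cut are filed as inactive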
PPARg SRC-2 ag = PPARgamma-driven SRC-2 recruitment agonism; P37231; PPARgamma LBD-SRC-2 recruitment, biochemical; activation, % at 8 µM; actives 0.34% (n = 200,000); AID 1032; in the data active means activation above about 22%;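 further: 0% = vehicle and 100% = reference agonist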
Lmaj promast = reduces viability of Leishmania major promastigotes | inhibition, % at 10 µM | actives 9% (n = 200,000) | AID 1063 | resazurin fluorescence viability; in the data active means inhibition above about 50%;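 further: promastigotes grown with compound for 44 hours at 28 °C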
TR-FRET SRC-2 ct = TR-FRET artefact, counter-screen to PPARgamma/SRC-2 agonist assay | actives 0.4% (n = 200,000) | TR-FRET ratio at 8 µM | active compounds read high; in the data active means TR-FRET ratio above about 2000; further: inactives centre near 1500; reference of the scale not given here
DTT redox prof = compounds producing H2O2 with reducing agent – biochemical, NIH compound library profiling, artefact control for MLSCN library redox annotation, primary screen. DTT-dependent redox cycling H2O2, phenol red/HRP absorbance; 100% = 100 µM peroxide control, 0% = buffer. activation, % at 10 µM. actives 0.03% (n = 200,000). AID 878;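 active means activation of at least 50% relative to the plate's high and low controls in the primary single-dose screen; inactive means activation below 50%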;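 further: compound incubated with DTT at 0.8 mM final as the reducing agent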
PPARg SRC1 recr = PPARgamma-driven SRC-1 recruitment agonism; actives 0.41% (n = 200,000); AID 631; activation, % at 8 µM; PPARgamma-SRC-1 coactivator recruitment biochemical assay; P37231; in the data active means activation above about 19%;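 further: 0% = DMSO and 100% = reference agonist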
PPARg SRC-3 ag = promotes SRC-3 coactivator recruitment by human PPARgamma. activation, % at 8 µM. P37231. actives 0.26% (n = 200,000). AID 731. biochemical PPARgamma/SRC-3 coactivator recruitment assay; in the data active means activation above about 23%;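 further: 0% = DMSO and 100% = reference agonist; some compounds past the cut are filed as inactive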
bIAP activator = intestinal alkaline phosphatase (bovine) activation. purified bovine IAP, CDP-star luminescence, 30 min; active compounds read high; fold of DMSO-control signal, blank-subtracted. actives 0.17% (n = 200,000). activation factor at 20 µM. AID 1016;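 active means activation factor of 2 or more at 20 µM, a signal rise over negative controls twice the positive control's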
Numbers without * were called inactive.

For COc1ccc(OCC(=O)Nc2ccc(Cl)cc2)cc1 the results were bIAP inhibitor -4.0, TLR4 MyD88 comp -5.8, ROMK primary -0.103, S1P3 antagonist -6.3, PPARg SRC-2 ag 1.9, Lmaj promast -2.9, TR-FRET SRC-2 ct 1523, DTT redox prof 0.0, PPARg SRC1 recr 6.0, PPARg SRC-3 ag 7.3 and bIAP activator 1.
`CCCNC(=O)CSc1nnc(-c2ccc(F)cc2)o1` gave bIAP inhibitor -0.9, TLR4 MyD88 comp -13.9, ROMK primary 1.16, S1P3 antagonist 0.4, PPARg SRC-2 ag -3.0, Lmaj promast -3.8, TR-FRET SRC-2 ct 1677, DTT redox prof -0.1, PPARg SRC1 recr 2.0, PPARg SRC-3 ag -1.5 and bIAP activator 1.
`O=C(N/N=C/c1cccnc1)C1CC1(c1ccccc1)c1ccccc1` (stereo not given) gave bIAP inhibitor 2.9, TLR4 MyD88 comp -4.0, ROMK primary -0.0285, S1P3 antagonist -16.1, PPARg SRC-2 ag -8.0, Lmaj promast 12.9, TR-FRET SRC-2 ct 1551, DTT redox prof -0.4, PPARg SRC1 recr 0.7, PPARg SRC-3 ag 3.0 and bIAP activator 1.
`Cc1cc(C)cc(NC(=O)CSc2nnc(-c3ccc(S(=O)(=O)N4CCCC4)cc3)o2)c1` gave bIAP inhibitor -5.0, TLR4 MyD88 comp -5.4, ROMK primary 1.78, S1P3 antagonist -15.6, PPARg SRC-2 ag 3.0, Lmaj promast -5.3, TR-FRET SRC-2 ct 1544, DTT redox prof 0.3, PPARg SRC1 recr 8.3, PPARg SRC-3 ag 1.6 and bIAP activator 1.1.
Cc1cc(Cl)c(S(=O)(=O)N2CCCCCC2)cc1OCC(N)=O was read as bIAP inhibitor 4.4, TLR4 MyD88 comp 6.4, S1P3 antagonist -1.9, PPARg SRC-2 ag -3.4, Lmaj promast 67.3*, TR-FRET SRC-2 ct 1588, DTT redox prof 1.8, PPARg SRC1 recr 1.0, PPARg SRC-3 ag 7.2 and bIAP activator 1.
`CCOC(=O)N1CCC(N2Cc3cccc(C(=O)O)c3C2=O)CC1` gave bIAP inhibitor 4.6, TLR4 MyD88 comp -4.4, S1P3 antagonist -0.2, PPARg SRC-2 ag -1.6, Lmaj promast -5.0, TR-FRET SRC-2 ct 1456, DTT redox prof -0.4, PPARg SRC1 recr -0.8, PPARg SRC-3 ag -1.2 and bIAP activator 1.
`C/C(=N\NC(=O)c1ccccn1)c1ccc(C(=O)O)s1` gave bIAP inhibitor -32.6, TLR4 MyD88 comp -8.1, ROMK primary -1, S1P3 antagonist -4.6, PPARg SRC-2 ag 2.3, Lmaj promast -5.6, TR-FRET SRC-2 ct 1578, DTT redox prof -0.2, PPARg SRC1 recr 7.5, PPARg SRC-3 ag -0.1 and bIAP activator 1.3.
Screening c1ccc2c(c1)ncn2CCOCCOCCn1cnc2ccccc21 returned bIAP inhibitor 2.7, TLR4 MyD88 comp -7.3, ROMK primary -0.287, PPARg SRC-2 ag -6.4, Lmaj promast 3.5, TR-FRET SRC-2 ct 1534, DTT redox prof -2.2, PPARg SRC1 recr -1.9, PPARg SRC-3 ag 11.1 and bIAP activator 1.
COCCNC(=S)NN(c1ccccc1)c1ccccc1 was read as bIAP inhibitor -6.9, TLR4 MyD88 comp 9.8, ROMK primary 0.326, S1P3 antagonist -3.0, PPARg SRC-2 ag 3.6, Lmaj promast 1.8, TR-FRET SRC-2 ct 1461, DTT redox prof -0.5, PPARg SRC1 recr 4.5, PPARg SRC-3 ag 11.9 and bIAP activator 1.1.
`O=C(O)C1C2CCC(O2)C1C(=O)Nc1ccc(F)cc1` (stereo not given) gave bIAP inhibitor -2.5, TLR4 MyD88 comp -12.8, ROMK primary 0.578, S1P3 antagonist -7.7, PPARg SRC-2 ag 6.1, Lmaj promast 0.7, TR-FRET SRC-2 ct 1630, DTT redox prof -0.3, PPARg SRC1 recr 3.3, PPARg SRC-3 ag 0.0 and bIAP activator 1.
For O=S(=O)(Nc1ccc(O)c(Sc2nc3ccccc3s2)c1)c1ccc(F)cc1 the results were bIAP inhibitor 25.0, TLR4 MyD88 comp -0.5, ROMK primary -1.23, S1P3 antagonist -3.6, PPARg SRC-2 ag 6.4, Lmaj promast 35.2, TR-FRET SRC-2 ct 1747, DTT redox prof -0.6, PPARg SRC1 recr -1.3, PPARg SRC-3 ag -0.6 and bIAP activator 0.8.
Cn1c(=O)n(C)c2cc(C(N)=O)ccc21 was read as bIAP inhibitor 10.8, TLR4 MyD88 comp 0.7, ROMK primary 0.683, S1P3 antagonist 9.2, PPARg SRC-2 ag -3.7, Lmaj promast -0.9, TR-FRET SRC-2 ct 1584, DTT redox prof -0.3, PPARg SRC1 recr -1.6, PPARg SRC-3 ag 12.3 and bIAP activator 0.9.
`CC(C)N1C(=O)CCC1C(=O)NCCc1ccccc1` (stereo not given) gave bIAP inhibitor 0.2, TLR4 MyD88 comp -14.0, ROMK primary -0.305, S1P3 antagonist 24.3, PPARg SRC-2 ag 1.4, Lmaj promast -5.7, TR-FRET SRC-2 ct 1644, DTT redox prof -1.1, PPARg SRC1 recr 6.9, PPARg SRC-3 ag -0.3 and bIAP activator 1.
For NC(=S)n1[nH]c(-c2ccc([N+](=O)[O-])cc2)c(N=Nc2ccc(Cl)cc2)c1=O the results were bIAP inhibitor -21.2, TLR4 MyD88 comp 10.4, ROMK primary -0.303, S1P3 antagonist -16.2, PPARg SRC-2 ag 9.8, Lmaj promast 97.2*, TR-FRET SRC-2 ct 1581, DTT redox prof -1.4, PPARg SRC1 recr 8.0, PPARg SRC-3 ag 7.8 and bIAP activator 1.2.
For O=C(O/N=C1\CCS(=O)(=O)c2sccc21)c1ccc(F)cc1 the results were bIAP inhibitor -2.6, TLR4 MyD88 comp 3.2, ROMK primary 0.61, S1P3 antagonist -5.2, PPARg SRC-2 ag 1.7, Lmaj promast -11.2, TR-FRET SRC-2 ct 1556, DTT redox prof -1.2, PPARg SRC1 recr -3.1, PPARg SRC-3 ag 4.1 and bIAP activator 1.
Cc1ccc(CNn2cnnc2SCC(=O)NC(C)(C)C)cc1 was read as bIAP inhibitor 6.9, TLR4 MyD88 comp -16.5, ROMK primary -0.559, S1P3 antagonist -6.0, PPARg SRC-2 ag -0.5, Lmaj promast 7.4, TR-FRET SRC-2 ct 1418, DTT redox prof -0.1, PPARg SRC1 recr 2.4, PPARg SRC-3 ag 5.1 and bIAP activator 0.9.
For CC(=O)Oc1ccc2c(C)cc(=O)oc2c1C(=O)c1ccccc1 the results were bIAP inhibitor 17.1, TLR4 MyD88 comp -6.6, S1P3 antagonist -14.4, PPARg SRC-2 ag 5.3, Lmaj promast 13.7, TR-FRET SRC-2 ct 1642, DTT redox prof -0.1, PPARg SRC1 recr -0.2, PPARg SRC-3 ag -2.8 and bIAP activator 0.8.
Screening CCOc1ccc(NC(=O)CCC(=O)NNC(=O)COc2ccccc2C)cc1 returned bIAP inhibitor -54.0, TLR4 MyD88 comp -10.3, ROMK primary -0.687, S1P3 antagonist -9.3, PPARg SRC-2 ag -1.6, Lmaj promast -1.8, TR-FRET SRC-2 ct 1649, DTT redox prof -1.6, PPARg SRC1 recr 2.3, PPARg SRC-3 ag 3.0 and bIAP activator 1.5.
CNC(=O)CN(c1cc(OCCOC)c(Cl)cc1Cl)S(=O)(=O)c1ccc(OC)cc1 was read as bIAP inhibitor -2.0, TLR4 MyD88 comp -8.0, ROMK primary 1.42, S1P3 antagonist 4.9, PPARg SRC-2 ag 1.9, Lmaj promast -1.1, TR-FRET SRC-2 ct 1631, DTT redox prof -0.6, PPARg SRC1 recr 5.2, PPARg SRC-3 ag 2.8 and bIAP activator 1.
For O=C(/C=C/c1ccc(Cl)cc1)NCCc1ccccc1 the results were bIAP inhibitor 1.4, TLR4 MyD88 comp -8.3, ROMK primary 0.0067, S1P3 antagonist 2.5, PPARg SRC-2 ag 6.8, Lmaj promast 4.7, TR-FRET SRC-2 ct 1678, DTT redox prof 0.3, PPARg SRC1 recr 2.5, PPARg SRC-3 ag 1.3 and bIAP activator 1.

Grouped by structure: the compounds so far containing an aryl methoxy group (2)
For COc1ccc(OCC(=O)Nc2ccc(Cl)cc2)cc1 the results were bIAP inhibitor -4.0, TLR4 MyD88 comp -5.8, ROMK primary -0.103, S1P3 antagonist -6.3, PPARg SRC-2 ag 1.9, Lmaj promast -2.9, TR-FRET SRC-2 ct 1523, DTT redox prof 0.0, PPARg SRC1 recr 6.0, PPARg SRC-3 ag 7.3 and bIAP activator 1.
CNC(=O)CN(c1cc(OCCOC)c(Cl)cc1Cl)S(=O)(=O)c1ccc(OC)cc1 was read as bIAP inhibitor -2.0, TLR4 MyD88 comp -8.0, ROMK primary 1.42, S1P3 antagonist 4.9, PPARg SRC-2 ag 1.9, Lmaj promast -1.1, TR-FRET SRC-2 ct 1631, DTT redox prof -0.6, PPARg SRC1 recr 5.2, PPARg SRC-3 ag 2.8 and bIAP activator 1.

Next part
`COc1cc(NC(=O)CCN2CCN(c3ccccc3F)CC2)cc(OC)c1` gave bIAP inhibitor 7.3, TLR4 MyD88 comp -3.2, ROMK primary 0.358, S1P3 antagonist 16.9, PPARg SRC-2 ag 2.3, Lmaj promast -3.5, TR-FRET SRC-2 ct 1469, DTT redox prof 0.6, PPARg SRC1 recr -0.1, PPARg SRC-3 ag -1.6 and bIAP activator 0.9.
Screening CCCOC(=O)c1c(NC(=O)CCC(=O)O)sc2c1CCCCC2 returned bIAP inhibitor -11.3, TLR4 MyD88 comp 8.8, ROMK primary 0.265, S1P3 antagonist -0.8, PPARg SRC-2 ag 1.4, Lmaj promast -7.6, TR-FRET SRC-2 ct 1655, DTT redox prof -1.0, PPARg SRC1 recr 2.4, PPARg SRC-3 ag 6.7 and bIAP activator 1.1.
For Cn1c(=O)cc(OCC(=O)NCCc2ccc(Cl)cc2)c2ccccc21 the results were bIAP inhibitor -15.5, TLR4 MyD88 comp 3.7, ROMK primary -0.411, S1P3 antagonist -14.9, PPARg SRC-2 ag -11.2, Lmaj promast 0.0, TR-FRET SRC-2 ct 1420, DTT redox prof -0.2, PPARg SRC1 recr -5.2, PPARg SRC-3 ag -0.4 and bIAP activator 1.2.
For CSc1nc2ccc(NC(=O)C3CCCO3)cc2s1 (stereo not given) the results were bIAP inhibitor -5.9, TLR4 MyD88 comp -3.1, ROMK primary -0.182, S1P3 antagonist -27.8, PPARg SRC-2 ag 12.7, Lmaj promast -2.7, TR-FRET SRC-2 ct 1637, DTT redox prof -0.8, PPARg SRC1 recr 12.8, PPARg SRC-3 ag 10.4 and bIAP activator 1.1.
Screening Nc1ncncc1-c1ccc([N+](=O)[O-])cc1 returned bIAP inhibitor -0.1, TLR4 MyD88 comp 10.2, ROMK primary 0.00406, PPARg SRC-2 ag 2.2, Lmaj promast -3.0, TR-FRET SRC-2 ct 1704, DTT redox prof -5.2, PPARg SRC1 recr 0.6, PPARg SRC-3 ag 9.6 and bIAP activator 1.
For COC(=O)C(C)NC(=O)COc1ccc2ccccc2c1 (stereo not given) the results were bIAP inhibitor -0.5, TLR4 MyD88 comp 4.8, ROMK primary -0.732, S1P3 antagonist -16.6, PPARg SRC-2 ag 1.8, Lmaj promast 9.5, TR-FRET SRC-2 ct 1441, DTT redox prof 0.0, PPARg SRC1 recr -3.8, PPARg SRC-3 ag -3.0 and bIAP activator 1.
